TRPML3 ag: human mucolipin-3 channel agonism; activation, % at 3 µM; HEK293 TRPML3-YFP, Fluo-8 calcium fluorescence; 100% = the carbachol control signal; Q8TDD5; 220,000 tested, 0.29% active;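 active = activation above its plate's cutoff, the mean activation of the plate's test wells plus 3 SD, cut at about 12% in these data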;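 also: 0% = DMSO only wells and 100% = carbachol wells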
Target sequence (Q8TDD5 whole entry, looked up): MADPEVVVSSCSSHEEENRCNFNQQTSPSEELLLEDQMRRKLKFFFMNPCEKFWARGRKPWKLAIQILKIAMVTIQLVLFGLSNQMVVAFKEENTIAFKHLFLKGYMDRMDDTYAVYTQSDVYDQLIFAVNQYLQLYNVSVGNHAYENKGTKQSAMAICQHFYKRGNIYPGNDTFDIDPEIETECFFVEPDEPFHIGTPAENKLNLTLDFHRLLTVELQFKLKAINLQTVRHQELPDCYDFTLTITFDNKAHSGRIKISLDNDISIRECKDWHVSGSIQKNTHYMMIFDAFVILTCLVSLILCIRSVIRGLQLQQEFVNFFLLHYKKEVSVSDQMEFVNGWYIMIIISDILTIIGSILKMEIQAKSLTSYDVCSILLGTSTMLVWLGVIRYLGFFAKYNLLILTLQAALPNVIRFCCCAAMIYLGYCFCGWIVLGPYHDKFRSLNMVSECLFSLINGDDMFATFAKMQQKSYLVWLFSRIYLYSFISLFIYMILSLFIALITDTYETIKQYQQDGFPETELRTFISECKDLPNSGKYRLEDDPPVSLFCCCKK
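Test system: TRPML3-YFP stable HEK293 cells. Doses: single point at 3 µM. Incubation: dye loading 1 h 37 °C then 30 min ambient, 125 s read. Signal: Fluo-8 calcium dye fluorescence, ex 470-495, em 515-575 nm. Measure: percent activation from peak-to-basal fluorescence ratio, scaled between DMSO and carbachol.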
Furin inh: blocks human furin protease activity | inhibition, % at 30 µM | P09958 | purified furin, fluorogenic substrate cleavage | 220,000 tested, 0.061% active; in the data active = inhibition above about 25%; also: inactives centre near -15
EBV gp42 block: inhibitors of Epstein-Barr virus glycoprotein 42; Fluorescence polarization binding assay, mP read-out; Q1HVG2; 220,000 tested, 0.42% active; AID 1085; inhibition, % (tested at 21.74 µM); in the data active = inhibition above about 50%
Target sequence (Q1HVG2 whole entry, looked up): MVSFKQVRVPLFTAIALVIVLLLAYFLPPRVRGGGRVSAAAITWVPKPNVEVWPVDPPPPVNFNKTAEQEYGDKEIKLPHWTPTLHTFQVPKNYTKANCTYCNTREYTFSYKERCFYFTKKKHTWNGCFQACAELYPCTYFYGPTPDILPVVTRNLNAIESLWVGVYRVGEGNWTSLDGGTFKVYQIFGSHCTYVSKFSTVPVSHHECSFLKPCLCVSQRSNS
TbHK1 inh: blocks Trypanosoma brucei hexokinase 1 activity. recombinant TbHK1, G6PDH-coupled NADH A340. inhibition, % at 10 µM. 220,000 tested, 0.11% active. AID 1430;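 active = inhibition of 50% or more in the single-dose primary screen; inactive = inhibition below 50%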
PPC-1+TRAIL kill: compounds killing PPC-1 cancer cells with TRAIL present (potentiator screen, no TRAIL-free arm) | PPC-1 cells + TRAIL, ATPLite viability luminescence | cell killing (% activity), % at 4 µM | 220,000 tested, 0.41% active;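 active = cell killing above 50% in the first pass at 4 µM, then a duplicate retest at 5 µM averaging 50% or more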;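 also: plate controls were cells with TRAIL plus DMSO for no effect and medium-only wells lacking cells for full effect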
Cl transport mod: modulators of human KCC2 chloride dependent transport | 190,000 tested, 2.2% active | KCC2 cells, thallium flux FluoZin-2 fluorescence | B-score of Tl+ flux slope (higher = more flux/activation; lower = inhibition) at 10 µM;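 active = thallium flux slope and its plate-corrected score both differing from the plate sample mean at a set confidence after two filtering rounds, in either direction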;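 also: slope of fluorescence scaled to starting intensity during 10 to 20 s after thallium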
zfTRPN1 agonist: zebrafish TRPN1 (NompC) channel agonism. HEK293 zebrafish TRPN1-YFP, Fluo-8 calcium fluorescence; 100% = response to 87 µM carbachol. activation, % at 3 µM. 220,000 tested, 0.18% active;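 active = activation above its plate's cutoff, the mean activation of test wells on that plate plus 3 SD, cut at about 19% in these data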;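 also: 0% = DMSO alone and 100% = 87 µM carbachol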
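Material – zebrafish TRPN1-YFP in HEK293 cells · Doses – 3 µM single point · Schedule – dye 1 h 37 °C plus 30 min RT · Signal – Fluo-8 calcium fluorescence, excitation 470-495 nm, emission 515-575 nm · Read-out – % activation versus carbachol response · Control set – carbachol high, DMSO low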
Thrombin inh: thrombin (human) inhibition; P00734; alpha-thrombin, Boc-VPR-AMC fluorogenic substrate cleavage; inhibition, % at 5 µM; 220,000 tested, 0.26% active;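 active = inhibition at or above 40%; inactive = inhibition below 40%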;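 also: 0% = enzyme with no compound and 100% = wells without enzyme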
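Material: human alpha-thrombin protein. Incubation: reaction at ambient temperature. Technique: fluorescence of released AMC, ex 355 nm, em 460 nm. Control set: no-compound enzyme wells and no-enzyme blanks. Also added: Boc-VPR-AMC substrate, 15 µM final. Buffer or medium: pH 7.5 Tris (50 mM) with NaCl 150 mM, Tween 20 0.05%.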
Calpain2 inh: blocks pig calpain II enzyme activity | 220,000 tested, 0.37% active | inhibition, % at 16 µM | AID 1236 | purified calpain II, fluorogenic peptide substrate, 30 min;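 active = inhibition above about 50%, limit read from the data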
Starred values were filed as active, the others as inactive; . = not tested or not shown; [ ] = another dose, or the depositor's remark.

SMILES	TRPML3 ag	Furin inh	EBV gp42 block	TbHK1 inh	PPC-1+TRAIL kill	Cl transport mod	zfTRPN1 agonist	Thrombin inh	Calpain2 inh
COC(=O)/C=C1/SC(=Nc2ccc(Cl)c(Cl)c2)NC1=O	0.8	-25	-10	0	12	-2.7	0.9	-1	-18
COc1cccc(Cn2cc(N)cn2)c1	0.4	-20	0	-1	.	-0.35	-0.8	-14	27
C=CCC(Nc1ccccc1)c1cccc(OC)c1OC (centres undefined)	-1.2	-4	-14	-4	1	-1.5	-1.5	-13	4
O=C(NCc1ccccc1)C(c1ccco1)N(C(=O)c1cnccn1)c1ccc(F)cc1 (centres undefined)	0.0	-27[20 µM]	-5	1	7	-0.2	-0.7	1	-25
COc1ccc2nc(NC(=O)CSc3nc(C)cc(=O)[nH]3)sc2c1	0.3	-16[20 µM]	3	-8	21	-0.56	-0.5	-9	-20
O=C(N/N=C/c1ccc2nccnc2c1)c1ccccc1O	0.3	7	1	-19	63*[5 µM]	-0.51	-1.0	-11	29
COc1ccccc1NC(=O)CN1CCC(C(=O)c2ccc(F)cc2)CC1	-0.2	-13[20 µM]	-11	-5	-6	-1.3	-1.0	6	-2
O=C(N/N=C/c1oc(O)c2ccccc12)c1ccccc1	0.9	-11	-4	-2	-8	0.45	1.2	-6	9
OCCNCCCCOc1ccc(OCc2ccccc2)cc1	0.9	-5	-1	21	17	-0.51	0.0	-11	-2
Cn1c(=O)c2[nH]c(COc3ccc(C(C)(C)C)cc3)nc2n(C)c1=O	3.2	-8	-1	-8	12	0.054	9.5	-3	24
O=C1CC(c2ccccc2)CC(O)=C1C=Nc1ccc(Cl)cc1 (centres undefined)	1.1	-1	-13	30	32	0.019	0.8	-1	8
COCCn1c(C)cc2c(c1=O)C(c1ccccc1F)C(C#N)=C(N)O2 (centres undefined)	0.5	-13	-11	-1	-2	0.78	1.2	-6	-12
CN(Cc1ccccc1)C(=O)c1ccccc1Br	0.7	-26	-18	2	49	.	0.7	2	-2
Cc1cc2c(c(=O)o1)C(C(C)C)C(C#N)=C(N)O2 (centres undefined)	-0.7	-38	1	6	6	0.1	0.0	-5	-22
CC1(C)CC(=O)C=C(NCc2ccncc2)C1	0.6	-6	-2	1	12	.	1.7	19	8
CCCCC[n+]1ccn(-c2nc3ccccc3nc2[N-]S(=O)(=O)c2ccccc2)c1	-0.5	-17	-8	-1	2	-2.1	2.3	3	-142
Cc1ccc(NC(=S)NCc2ccc3c(c2)cc(C)n3C)c(C)c1	0.3	-25	-16	-3	5	0.33	-0.6	-13	-16
Cc1cccc2cc(CN(CC3CCCO3)C(=S)Nc3ccccc3)c(=O)[nH]c12 (centres undefined)	-0.5	-18	-3	21	17	-0.13	-0.1	0	-3
CC(C)Cn1c(=O)c(C(=O)N/N=C/c2cccc(F)c2)c(O)c2ccccc21	0.2	-15	-37	-20	9	0.8	-0.7	-12	-23
O=c1c2ccccc2nnn1Cc1ccccn1	0.1	-13	2	1	-9	-5*	0.3	2	24
CCc1cc2c(=O)c(-c3nc4ccccc4n3C)c(CCCC(=O)O)oc2cc1OC(=O)C(C)(C)C	-0.5	-30	-10	-16	-7	0.92	-0.1	-4	-272
CC(Oc1ccc(Cl)cc1Cl)C(=O)Nc1cccnc1 (centres undefined)	0.0	-14[20 µM]	-14	2	29	-1.1	1.0	3	-4
CCc1nc(SCC(=O)c2cccs2)c2oc3ccccc3c2n1	1.0	-1[20 µM]	-8	-4	21	0.15	0.5	2	-9
CC(NC(=O)/C(=C\c1ccco1)NC(=O)c1ccccc1Br)C(=O)O (centres undefined)	0.6	-21	-12	-17	-1	0.26	1.0	3	14
Cc1ccc(/C=N/NC(=O)c2nc3nc(C)cc(C)n3n2)cc1	1.3	-3	-13	-23	22	1.5	1.6	0	5
COc1ccc(-c2noc(-c3ccccc3C(=O)NCC3CCCO3)n2)cc1 (centres undefined)	1.1	-29	-15	-3	15	-0.11	1.7	-1	1
CC(=O)CCC(=O)NCCc1ccccc1F	0.6	-1	3	43	6	0.085	1.7	0	-2
Cc1ccc(-c2nc(SCC(N)=O)c(C#N)c3c2CCCC3)cc1	-0.3	-11[20 µM]	-6	-11	4	-1.1	-0.5	-6	8
COc1ccc([N+](=O)[O-])cc1N(CC(=O)NC(C(C)C)C(C)C)S(C)(=O)=O	0.8	-19	-9	-10	-9	0.11	0.5	0	24
C/C(=N/O)c1ccc(Oc2cnccn2)cc1	0.5	-24	-15	-9	11	0.26	0.2	-1	3
O=C(C1CC(c2ccc(F)cc2)=NO1)N1CCN(c2ccccc2)CC1 (centres undefined)	0.1	-25	-12	0	27	.	-0.1	-3	5
CCN1/C(=C/c2ccc3cc(C)ccc3[n+]2CC)Sc2cc(C)c(C)cc21	20*	-21	-39	13	47	-0.18	49*	-3	-17
Cc1ccc(NC(=O)CCNC(=O)c2ccco2)cc1	0.0	-17	-14	3	12	0.21	1.2	0	15
O=C(O)CCC(=O)Nc1ccc(C(=O)OCC(=O)c2ccc(Cl)cc2Cl)cc1	-0.2	-28	11	-12	10	-0.029	2.4	-4	-55
Cc1cc(C(=O)N/N=C/c2cc(Br)cc(Br)c2OC(=O)c2cccc(F)c2)n[nH]1	1.1	-20	37	-9	20	1	0.5	-3	-92
CCn1cc(Br)c(C(=O)NC(C)c2ccccc2)n1 (centres undefined)	-0.6	-10[20 µM]	-15	3	-6	-0.56	0.4	-14	-25

Entries of single compounds from above. Values in the order: TRPML3 ag	Furin inh	EBV gp42 block	TbHK1 inh	PPC-1+TRAIL kill	Cl transport mod	zfTRPN1 agonist	Thrombin inh	Calpain2 inh
O=C(NCc1ccccc1)C(c1ccco1)N(C(=O)c1cnccn1)c1ccc(F)cc1 (centres undefined) is listed as 0.0	-27[20 µM]	-5	1	7	-0.2	-0.7	1	-25
O=c1c2ccccc2nnn1Cc1ccccn1 is listed as 0.1	-13	2	1	-9	-5*	0.3	2	24

Going on with the list.
SMILES	TRPML3 ag	Furin inh	EBV gp42 block	TbHK1 inh	PPC-1+TRAIL kill	Cl transport mod	zfTRPN1 agonist	Thrombin inh	Calpain2 inh
O=C(Nc1ccc2nsnc2c1)c1ccc2c(c1)OCO2	0.1	-20[20 µM]	-3	-2	50[5 µM]	0.052	0.4	-9	10
COc1cc(/C=C2\COC/C(=C\c3cc(OC)c(OC)c(OC)c3)C2=O)cc(OC)c1OC	0.7	-12	-3	-17	41	0.59	1.6	2	-4
CN(C)S(=O)(=O)N1CCN(C(=O)N2CCCCC2)CC1	1.2	-14[20 µM]	-19	-3	7	-0.33	0.9	-4	-11
Cc1nc([N+](=O)[O-])cn1CC(=O)Nc1ccc2c(c1)OCO2	0.8	-29	-11	-9	5	-0.36	1.2	-11	-12
Cc1cc(N)n2nc(C(F)(F)F)nc2n1	0.3	-30	-25	0	26	1.2	-0.8	-7	-6
COc1ccccc1OCC(O)Cn1c(=N)n(CCN2CCCCC2)c2ccccc21 (centres undefined)	-0.4	4[20 µM]	-20	13	40	-0.21	-1.4	-4	17
O=C(Nc1ccccc1Cl)NC1(C(=O)N2CCCCC2)CCCCC1	0.2	-21[20 µM]	-22	6	22	-0.85	0.3	-2	7
CCN1C2=C(C(=O)CCC2)C(c2ccc(O)cc2)C2=C1CCCC2=O	0.4	-11[20 µM]	-29	-1	18	0.076	3.1	32	-30
COc1ccccc1N1CN(CCc2ccccc2)CNC1=S	-0.8	-14	-26	-9	7	0.41	-0.2	4	1
O=C(c1cccc(Cl)c1)N1CCN(C2CCCCCC2)CC1	-0.4	-19	-12	-4	0	-0.03	2.0	-15	-7
O=C(COC(=O)CCCN1C(=O)c2cccc3cccc(c23)C1=O)Nc1cccc(Br)c1	0.2	-5	1	1	6	-1.6	-0.7	-9	-10
CCS(=O)(=O)Nc1ccc(C2=NN(S(=O)(=O)c3ccc(F)cc3)C(c3ccco3)C2)cc1 (centres undefined)	-0.3	-1[20 µM]	-16	-10	6	-0.35	0.3	0	-105
CC1=Nc2ccccc2N=C(NC(=O)/C=C/C(=O)O)C1c1ccccc1 (centres undefined)	0.6	-17	-3	-12	-12	-0.037	1.6	-8	20
O=C(CS(=O)(=O)c1ccc(Cl)cc1)NCCS(=O)(=O)c1ccc(Cl)cc1	-0.1	-23	-14	-2	9	.	-0.7	-5	0
C=CCc1cccc2cc(C(=O)N3CCN(c4ccccn4)CC3)c(=O)oc12	-0.2	-23	-18	-8	-6	-0.73	-0.3	-9	0
COC(=O)c1cc2nc(-c3ccccc3)cc(C(F)(F)F)n2n1	1.1	-7[20 µM]	-3	-1	4	.	1.9	-3	-72
COc1ccc(S(=O)(=O)N2CCCCCC2)cc1C(=O)OCC(=O)Nc1cc(C)on1	1.0	-12	5	8	19	1.8	0.7	-5	1
c1cnc(NC2CCCCCC2)nc1	0.1	-11[20 µM]	-6	-4	-1	-0.16	0.3	-8	-27
O=S(=O)(c1ccc(Cl)c(C(F)(F)F)c1)N1CCN(c2ccccn2)CC1	0.8	-19	-4	-10	23	0.65	0.0	-5	-19
COc1cc(/C=C(\C#N)C(=O)c2c(C)[nH]c3ccccc23)cc(OC)c1OC	0.2	-7	2	-9	5	-0.75	0.3	-7	-3
COc1ccc(-c2nc(C#N)c(NCc3ccc(C)cc3)o2)cc1OC	-1.6	-16[20 µM]	3	6	-4	0.85	-1.9	-5	-75
Cc1nn(C)c(N)c1-c1ccccc1	0.3	-26	-8	0	3	0.18	3.1	-4	-23

Among those listed so far, these have a Cl atom.
SMILES	TRPML3 ag	Furin inh	EBV gp42 block	TbHK1 inh	PPC-1+TRAIL kill	Cl transport mod	zfTRPN1 agonist	Thrombin inh	Calpain2 inh
COC(=O)/C=C1/SC(=Nc2ccc(Cl)c(Cl)c2)NC1=O	0.8	-25	-10	0	12	-2.7	0.9	-1	-18
O=C1CC(c2ccccc2)CC(O)=C1C=Nc1ccc(Cl)cc1 (centres undefined)	1.1	-1	-13	30	32	0.019	0.8	-1	8
CC(Oc1ccc(Cl)cc1Cl)C(=O)Nc1cccnc1 (centres undefined)	0.0	-14[20 µM]	-14	2	29	-1.1	1.0	3	-4
O=C(O)CCC(=O)Nc1ccc(C(=O)OCC(=O)c2ccc(Cl)cc2Cl)cc1	-0.2	-28	11	-12	10	-0.029	2.4	-4	-55
O=C(Nc1ccccc1Cl)NC1(C(=O)N2CCCCC2)CCCCC1	0.2	-21[20 µM]	-22	6	22	-0.85	0.3	-2	7
O=C(c1cccc(Cl)c1)N1CCN(C2CCCCCC2)CC1	-0.4	-19	-12	-4	0	-0.03	2.0	-15	-7
O=C(CS(=O)(=O)c1ccc(Cl)cc1)NCCS(=O)(=O)c1ccc(Cl)cc1	-0.1	-23	-14	-2	9	.	-0.7	-5	0
O=S(=O)(c1ccc(Cl)c(C(F)(F)F)c1)N1CCN(c2ccccn2)CC1	0.8	-19	-4	-10	23	0.65	0.0	-5	-19

Compound activity as filed in PubChem.
